# Screening data (PubChem BioAssay)
# TEAD-YAP inh: TEAD-YAP interaction inhibition | HEK-TIYL cells, TEAD-Gal4/YAP UAS-luciferase luminescence | inhibition, % at 9.12 µM | hit rate 1.4% among 640,000 | AID 1259422; in the data active = inhibition above about 32%;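 note: 0% = median of test compound wells and 100% = reference inhibitor wells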
# FBW7 activator: activators of human E3 ligase FBW7; AlphaScreen FBW7–phospho-cyclin E peptide binding, activator screen; normalized activity (activation), % at 26.1 µM; hit rate 0.13% among 650,000; AID 1259310; Q969H0; in the data active = normalized activity above about 1.9%;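 note: purified mutant Fbw7 with reduced substrate affinity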
# MITF primary: human MITF inhibition, primary screen | AlphaScreen MITF homodimerization, bead proximity signal | inhibition, % at 2.6 µM | hit rate 0.91% among 650,000 | AID 1259374; in the data active = inhibition above about 50%;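 note: 0% = vehicle wells with protein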
# Target sequence (O75030 whole entry, looked up): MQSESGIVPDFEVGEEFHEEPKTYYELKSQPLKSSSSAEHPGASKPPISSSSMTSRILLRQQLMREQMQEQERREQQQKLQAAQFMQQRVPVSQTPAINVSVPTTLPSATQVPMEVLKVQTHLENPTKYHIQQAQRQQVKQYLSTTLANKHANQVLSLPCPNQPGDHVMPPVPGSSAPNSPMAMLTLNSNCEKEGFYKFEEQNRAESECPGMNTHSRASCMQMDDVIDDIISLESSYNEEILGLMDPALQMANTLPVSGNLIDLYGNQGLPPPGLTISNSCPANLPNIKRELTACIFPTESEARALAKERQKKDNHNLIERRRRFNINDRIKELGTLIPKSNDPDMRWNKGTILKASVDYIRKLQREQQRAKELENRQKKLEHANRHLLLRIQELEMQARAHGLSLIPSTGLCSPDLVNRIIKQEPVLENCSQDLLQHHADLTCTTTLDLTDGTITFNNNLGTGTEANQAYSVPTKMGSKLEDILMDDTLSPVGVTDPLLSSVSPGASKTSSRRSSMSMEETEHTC
# GPR151 activ: human GPR151 activation; AID 1508602; PathHunter beta-arrestin GPR151 cells, luminescence; activation, % at 11.2 µM; hit rate 1% among 650,000; in the data active = activation above about 4.9%;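 note: 0% = median of compound wells and 100% = cells with positive control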
# Target sequence (Q8TDV0 whole entry, looked up): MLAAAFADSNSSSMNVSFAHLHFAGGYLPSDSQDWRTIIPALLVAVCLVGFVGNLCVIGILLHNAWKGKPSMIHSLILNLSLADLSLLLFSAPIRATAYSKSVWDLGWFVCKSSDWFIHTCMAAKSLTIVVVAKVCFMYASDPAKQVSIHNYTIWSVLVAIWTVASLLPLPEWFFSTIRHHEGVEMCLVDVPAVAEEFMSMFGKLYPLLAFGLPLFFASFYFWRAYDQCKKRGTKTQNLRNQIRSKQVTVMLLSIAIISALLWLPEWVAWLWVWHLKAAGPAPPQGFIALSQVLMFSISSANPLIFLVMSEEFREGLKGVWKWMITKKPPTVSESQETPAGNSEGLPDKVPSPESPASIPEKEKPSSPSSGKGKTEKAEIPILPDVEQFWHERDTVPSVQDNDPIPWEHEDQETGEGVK
# An asterisk follows results filed as active.
SMILES,TEAD-YAP inh,FBW7 activator,MITF primary,GPR151 activ
COc1ccc(C)cc1S(=O)(=O)N1CCCC(C(N)=O)C1 (stereo not drawn),1,0.0,6,0.1
CC1=NN(c2cccc(Cl)c2)C(=O)/C1=C/c1ccc(OCc2ccccc2F)cc1,-5,-0.1,1,-4.7
O=C(COc1ccc(Br)cc1)Nc1ccccc1C(=O)O,-37,-0.2,-8,-0.1
CN1C(=O)C(=C/C=C/c2ccc(N(C)C)cc2)C(=O)N(C)C1=S,16,0.2,7,-1.7
COc1ccccc1-c1csc(NC(=O)c2cccc(Br)c2)n1,-7,0.0,9,0.2
N[C@H](Cc1ccc(Cl)cc1)c1nc2ccc(-c3cn[nH]c3)cc2c(=O)[nH]1,94*,-0.6,11,-0.6
O=C(Nc1ccc(F)c(Cl)c1)c1cc([N+](=O)[O-])nn1Cc1ccccc1,-12,0.0,3,-0.6
O=c1c(SCc2c(F)cccc2Cl)nccn1-c1ccc2c(c1)OCCO2,-27,0.1,18,-1.7
CCCCn1nnc(NC(=O)c2ccccc2F)n1,-28,0.2,9,2.9
O=C(Cn1cc(C(=O)c2ccco2)c2ccccc21)NCc1cccnc1,5,-0.3,67*,0.3
O=C(NCCc1ccco1)C(=O)NCC1CCCN1S(=O)(=O)c1ccccc1 (stereo not drawn),32*,0.3,14,0.9
CCN(CC)c1ccc(/C=N/NS(C)(=O)=O)cc1,11,0.2,10,-0.3
Nn1c(SCC(=O)Nc2cccc3ccccc23)nncc1=O,0,-0.4,-1,-2.1
CSc1ccc(S(=O)(=O)NCCOc2ccc(C)cc2)cc1,0,0.1,1,0.3
CCCCCOC(=O)C1=C(C)NC(=O)NC1c1ccc(Cl)cc1 (stereo not drawn),16,0.1,5,0.4
Cc1cc(=O)oc2cc(NC(=O)Cn3ncc4c3-c3ccccc3OC4)ccc12,49*,0.0,-1,-0.2
COC(=O)NCCc1cccc(Cl)c1,1,0.4,6,-0.4
Clc1ccc(-c2ccc[nH]2)cc1,-5,0.5,22,-1.2
O=C(Cc1c(Cl)cccc1Cl)NCCN1C(=O)CSC1=O,7,0.1,1,0.0
CC1(C)CC(=O)C(c2nc3ccc(-c4ccc5nc(C6=C(O)CC(C)(C)CC6=O)[nH]c5c4)cc3[nH]2)=C(O)C1,10,1.1,21,-0.8
OC(CN1CCC(Cc2ccccc2)CC1)C(F)(F)F (stereo not drawn),2,0.1,3,-1.5
CN(Cc1ccon1)C(=O)CC1C(=O)NCCN1Cc1ccc(-c2ccccc2)cc1 (stereo not drawn),6,0.1,15,-1.1
Cc1cc(C)c(C)c(S(=O)(=O)N2CCCC2C(=O)O)c1C (stereo not drawn),4,0.1,1,0.0
Cc1ccc(N2C(=O)C3C4C=CC(CC4)C3C2=O)cc1Cl (stereo not drawn),-2,-1.1,1,1.7
CC(=O)Nc1ccc(NC(=O)C2CCCN(c3nnc(-n4cccc4)s3)C2)cc1 (stereo not drawn),4,0.1,4,-1.7
CCOC(=O)CNS(=O)(=O)c1ccccc1,5,0.2,11,-1.2
CN(CCN1CCOCC1)C(=O)CCc1nnc(-c2ccsc2)o1,-4,-0.1,-2,2.3
CN(CC1CCCCO1)C(=O)Cn1nnnc1CN1CCCCCC1 (stereo not drawn),1,0.1,51*,0.7
Cc1ccc(Nc2nc(-c3ccc(S(=O)(=O)N4CCOCC4)cc3)cs2)cc1,0,-0.1,-5,0.0
CCCOc1ccc2cc(-c3csc(N)n3)c(=O)oc2c1,59*,0.5,6,-10
O=C1C(=O)N(c2ncccn2)C(c2ccccc2)/C1=C(\O)c1ccc(Cl)cc1 (stereo not drawn),2,-0.1,3,1.6
C[C@@H](Cn1nnc2ccccc21)NC(=O)CCc1nc2ccccc2s1,-1,-0.1,-8,0.1
COc1ccccc1-c1nnc(SCC(=O)Nc2ccccc2C#N)o1,-30,0.3,8,-1.5
COc1ccc(N2C(=O)CSC2c2ccncc2)cc1 (stereo not drawn),-5,0.0,19,-0.8
CC(=O)Nc1ccc(NC(=O)c2cccc(N3C(=O)c4ccccc4C3=O)c2)cc1,-22,-0.1,4,0.2
CCOc1ccccc1CN1CCC2(CC1)CC2C(=O)NCCc1ccccc1 (stereo not drawn),0,0.2,6,0.1

# Whole records, looked up by structure.
# Cc1ccc(Nc2nc(-c3ccc(S(=O)(=O)N4CCOCC4)cc3)cs2)cc1 as listed: TEAD-YAP inh: 0; FBW7 activator: -0.1; MITF primary: -5; GPR151 activ: 0.0
# COc1ccc(N2C(=O)CSC2c2ccncc2)cc1 (stereo not drawn) as listed: TEAD-YAP inh: -5; FBW7 activator: 0.0; MITF primary: 19; GPR151 activ: -0.8
# CCOc1ccccc1CN1CCC2(CC1)CC2C(=O)NCCc1ccccc1 (stereo not drawn) as listed: TEAD-YAP inh: 0; FBW7 activator: 0.2; MITF primary: 6; GPR151 activ: 0.1

# The list continues:
SMILES,TEAD-YAP inh,FBW7 activator,MITF primary,GPR151 activ
Nc1ccc(C(=O)Nc2ccc(N)cc2[N+](=O)[O-])cc1,-1,0.3,2,0.2
O=C(COc1ccccc1[N+](=O)[O-])N/N=C/c1cc2ccccc2nc1Cl,0,-0.1,-1,1.1
CC(=O)N1CCc2cc(S(=O)(=O)Nc3cccc(Cl)c3C)ccc21,11,0.1,11,-0.2
CCSc1nnc(NC(=O)CSc2nc3ccccc3o2)s1,8,-0.2,12,-1.2
CCOCCCNc1nc2nc3ccc(C)cn3c(=O)c2cc1C(=O)NC1CCCCC1,4,0.4,6,0.2
COc1ccc(CCNC(=O)c2nc3ncccn3n2)cc1OC,2,0.0,13,1.1
CCCCCC(=O)N1CC2(C)CN(C(=O)CCCCC)CC(C)(C1)C2=O,16,0.6,16,-2.4
Cc1cc(NC(=O)C2CCC(C(C)(C)C)CC2)no1 (stereo not drawn),-12,0.1,12,0.0
O=C1CC(=O)N2N=C(c3cccc([N+](=O)[O-])c3)SC2=N1,1,-0.1,-10,-0.6
O=C(COc1ccc(Br)cc1)NCc1cccs1,-3,0.1,14,0.0
COc1ccc(NC(=O)CCCOc2cccc(C)c2)cc1,2,0.0,3,1.6
O=c1cc(N2CCN(Cc3ccccc3)CC2)[nH]c(=O)n1Cc1ccc(F)cc1,4,0.1,6,-0.1
CC(C)(C)NC(=O)c1ccccc1C(=O)NC(C)(C)C,-11,0.0,8,-0.1
CN(CC(=O)O)c1ccc(S(=O)(=O)N2CCOCC2)cc1[N+](=O)[O-],-1,-0.1,-2,0.4
COc1cc(C2CC(=O)Nc3c2ccc2ccccc32)cc(Cl)c1O (stereo not drawn),6,0.7,9,-0.6
N#Cc1ccccc1N=Cc1c[nH]c2ccccc12,7,-0.3,7,1.1
COC(=O)c1ccc(C2CC(=O)NC3=C2C(=O)CC(c2ccc(OC)c(OC)c2)C3)cc1 (stereo not drawn),-14,-0.1,4,1.2
O=C(CC(=O)N/N=C/c1ccc(O)cc1)N/N=C/c1ccc(O)cc1,11,0.1,9,-0.3
CCS(=O)(=O)Nc1ccc(C)c(C)c1,-1,0.3,-2,0.4
Cc1cccc(OC(=O)CC2CS(=O)(=O)CC2CC(=O)Oc2cccc(C)c2)c1 (stereo not drawn),6,0.0,-2,2.5
Cc1ccc(S(=O)(=O)Cc2ccc(C(=O)N3CCC(C(N)=O)CC3)o2)cc1,-14,-0.2,5,-0.3
CSCCC(=O)N1CCC[C@@H]2CN(S(=O)(=O)C(C)C)CC[C@H]21,1,-0.1,3,0.1
CCOc1ccccc1CN1C(=O)C2C(C(=O)Nc3ccc(Cl)cc3)C3C=CC2(O3)C1C(=O)NC1CCCCC1 (stereo not drawn),3,0.4,14,-1.9
CC(C)OC(=O)Cn1cc(C#N)c2ccccc21,-5,0.2,4,-0.3
Nc1ccn([C@@H]2O[C@H](CO)[C@@H](O)[C@@H]2O)c(=O)n1,-41,-0.1,-21,-1.4
COc1ccc(CN2CCCN(C)CC2)cc1OCCCNC(=O)C1CCCCCN1C (stereo not drawn),-2,0.0,-5,-0.3
CCCCOCCCNC(=O)CN1C(=O)c2ccccc2C1=O,11,0.2,5,0.8
NC(=O)Cn1c(=O)n(CCCC(=O)NCc2ccccc2)c(=O)c2sccc21,4,0.0,12,1.4
CCCC(C)NC(=O)c1cc(-c2ccccc2)nc2ccccc12 (stereo not drawn),-3,-0.2,-9,0.9
COc1cc(/C=c2\sc3nc4ccccc4n3c2=O)ccc1OC(=O)c1cccs1,-3,-0.2,-9,1.5
Cc1cccc(Oc2nc3ccccn3c(=O)c2/C=C(\C#N)C(=O)NCCCOC(C)C)c1,4,0.4,-5,-8.2
Cc1ncoc1C(=O)N1CCC(Oc2cccc(C(=O)NCc3ccccn3)c2)CC1,-2,-0.1,-12,0.6
COc1ccc(N2CCN(C3CCCN(Cc4ccsc4)C3)CC2)cc1 (stereo not drawn),-1,-0.1,-11,-0.4
CCCCCOc1ccc(C2C(C#N)=C(C)NC(C)=C2C#N)cc1,1,0.1,6,-1.4
Cc1ncc(CO)c2cc(C(=O)Nc3cccc(Cl)c3)c(=Nc3ccccc3)oc12,0,0.0,-2,2.8
CCCOc1ccc(/C=C/C(=O)NC(C)C)cc1,-37,0.1,-1,-0.7
O=C(Nc1ccccc1C(=O)N1CCCCC1)c1ccccc1,7,1.4,18,-0.7
Cc1ccccc1N1C(=O)CC(NNC(=O)c2cc3c(s2)CCC3)C1=O (stereo not drawn),5,0.1,6,0.1
O=C(Nc1ccc(I)cc1Cl)c1cc2ccccc2oc1=O,3,0.0,-5,2.7
CC(C)COC(=O)NC(C)(C)COC(=O)Nc1ccc(Cl)cc1,-2,0.1,-18,-0.6
COc1cccc(C2C(C(C)=O)=C(O)C(=O)N2CCO)c1 (stereo not drawn),-1,0.0,10,0.5
CCc1c(C)c2ccc(OCC(=O)N(C)C)c(C)c2oc1=O,1,0.1,7,0.1
Cc1ccsc1/C=N/Nc1ccc(S(N)(=O)=O)cc1[N+](=O)[O-],2,0.0,16,0.5
CCNC(=O)[C@@H]1C[C@@H](NCc2ccncc2)CN1C/C=C/c1ccccc1,8,0.0,8,-1.6
COc1ccc(-c2cc(C)[nH]c(=S)c2C#N)cc1,4,-0.1,2,1.2
Cc1ccc(OCC(=O)Nc2ccc(Br)cc2)cc1,-11,0.1,-23,-0.1
Cc1ccc(C(=O)Nc2ccc([N+](=O)[O-])cc2)s1,-85,-0.1,24,-1.5
CC1CN(CC(=O)N2CCC(N3CCSCC3)CC2)Cc2cc(Cl)ccc2O1 (stereo not drawn),12,-0.2,-9,0.3

# Part of the list above, with two lines to a compound.
# Every second line gives: TEAD-YAP inh | FBW7 activator | MITF primary | GPR151 activ
> Cc1ccccc1N1C(=O)CC(NNC(=O)c2cc3c(s2)CCC3)C1=O (stereo not drawn)
 : 5 | 0.1 | 6 | 0.1
> O=C(Nc1ccc(I)cc1Cl)c1cc2ccccc2oc1=O
 : 3 | 0.0 | -5 | 2.7
> CC(C)COC(=O)NC(C)(C)COC(=O)Nc1ccc(Cl)cc1
 : -2 | 0.1 | -18 | -0.6
> COc1cccc(C2C(C(C)=O)=C(O)C(=O)N2CCO)c1 (stereo not drawn)
 : -1 | 0.0 | 10 | 0.5

# (continued)
SMILES,TEAD-YAP inh,FBW7 activator,MITF primary,GPR151 activ
Cc1ccc(C2CC(C(F)(F)F)n3nc(C(=O)N4CCN(c5ccccc5)CC4)c(Cl)c3N2)cc1 (stereo not drawn),7,0.1,27,2.3
Nn1c(SCC(=O)Nc2ccc(Oc3ccccc3)cc2)nnc1C(F)(F)F,9,-0.1,3,0.2
COCCOC(=O)C1=C(C)NC(=O)CC1c1ccccc1OC(C)C (stereo not drawn),1,0.0,16,0.6
CCCOc1ccc(-c2csc(NC(C)=O)n2)cc1,-59,-0.1,1,-1.5
Cc1c(C(=O)NCC2CCC(c3nc4ccccc4n3C)CC2)cnn1-c1ccccc1 (stereo not drawn),4,-0.1,3,-1.2
CCC(=O)Nc1ccc(NC(=O)CC(C)C)cc1,-12,0.0,-4,0.1
CCCS(=O)(=O)N1CCc2ccc(NC(=O)/C=C/c3ccco3)cc2C1,-11,0.2,14,4.0
Cc1ccc2nsnc2c1NC(=O)/C=C/c1ccccc1,7,0.1,2,-0.2
CC(=O)c1c(C)[nH]c(C(=O)Nc2cccnc2)c1C,7,-0.1,-2,3.7
Cc1cc(NCCN(C(C)C)C(C)C)nc(N2CCN(Cc3ccc4c(c3)OCO4)CC2)n1,2,-0.1,13,4.9
CCN1CCCC1CN(Cc1cc2ccc(C)cc2n2nnnc12)C(=S)NC (stereo not drawn),-28,0.3,7,-0.3
CC(C)n1c(Nc2ccc(N3CCOCC3)cc2)nc2c(NCCc3ccc(O)cc3)ncnc21,13,-0.2,19,4.2
CC(CC(=O)O)CC(=O)NCc1cccnc1 (stereo not drawn),7,-0.1,6,-0.3
CCOC(=O)c1c[nH]c2ccc3c(cc(-c4ccccc4)n3C)c2c1=O,-4,0.0,1,-2.2
CCCN1c2ccccc2C(=C2SC(C(=O)OC)=C(C(=O)OC)S2)C(=S)C1(C)C,-3,-1.0,38,1.4
C=CC(=O)Nc1ccc(Br)cc1,36*,0.1,6,-0.8
CCOC(=O)c1cccc(Nc2c(C(=O)OCC)cnc3c(C)cccc23)c1,1,-0.1,-11,-0.7
O=[N+]([O-])c1ccc(NS(=O)(=O)c2cccc(C(F)(F)F)c2)cc1,8,0.0,-7,-0.9

# Compounds as they come. About 3.5% of those tested had a hit in this group.
